GPR7 antagonist – antagonists of human GPR7 (neuropeptides B/W receptor 1). GPR7-expressing cells, fluorescence antagonist assay. actives 1.1% (n = 290,000). inhibition, % at 4.4 µM; in the data active means inhibition above about 16%, passing the limit was not always enough;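 further: cells stimulated with the agonist NPW; 0% = agonist with vehicle and 100% = vehicle without agonist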
Target sequence (P48145 whole entry, looked up): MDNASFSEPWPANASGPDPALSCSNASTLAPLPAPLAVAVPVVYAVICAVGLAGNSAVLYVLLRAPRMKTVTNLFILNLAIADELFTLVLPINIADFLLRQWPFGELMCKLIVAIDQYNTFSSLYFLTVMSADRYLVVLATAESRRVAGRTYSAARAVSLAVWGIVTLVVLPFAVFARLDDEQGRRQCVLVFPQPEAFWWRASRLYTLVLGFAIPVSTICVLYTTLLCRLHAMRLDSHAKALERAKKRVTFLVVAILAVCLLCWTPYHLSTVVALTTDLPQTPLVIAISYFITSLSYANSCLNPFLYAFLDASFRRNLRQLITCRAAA
IDE inh – inhibits human insulin-degrading enzyme in HEK cells. actives 0.41% (n = 320,000). FAbetaB cleavage, fluorescence polarization. inhibition, % at 5.59 µM. P14735;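 active means percent inhibition above the average of all tested compounds plus 3 SD, set per screening campaign, cut at about 16% in these data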;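 further: IDE supplied by intact live HEK cells; FP after avidin binding of uncleaved biotin substrate so inhibition keeps polarization high; 0% = DMSO wells and 100% = 60 µM reference IDE inhibitor Ii1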
p-CIP stab down – p/CIP protein destabilization; actives 0.01% (n = 290,000); Q05BA5; F442A p/CIP-EGFP cells, EGFP fluorescence, 16 h; decrease of EGFP signal, % at 10 µM;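 active means EGFP signal decrease of at least 30% at 10 µM or well 3 SD below plate mean, unless failing retest; inactive means the rest, including hits failing retest or dose response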; further: some compounds called inactive have numbers as strong as hits; many of its hits are not listed in these tables
IMP-1 inh – blocks Pseudomonas aeruginosa IMP-1 metallo-beta-lactamase | actives 0.45% (n = 290,000) | purified IMP-1, nitrocefin hydrolysis, epi-absorbance fluorescence | inhibition, % at 5.6 µM;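 active means inhibition above the mean plus 3 SD of all compounds in the same screening run, cut at about 4.5% in these data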;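 further: 0% = IMP-1 with DMSO and 100% = DMSO wells lacking enzyme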
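system = purified recombinant IMP-1 beta-lactamase | amount = 0.2 nM IMP-1, as dispensed | medium = HEPES buffer pH 7.1 with ZnSO4 and Brij 35 | times = 25 °C, 15 min preincubation, 25 min reaction | detection = plate fluorescence quenching by hydrolysis product, ex 480/em 530 nm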
NALP1 yeast inh – inhibitors of NALP1 inflammasome in yeast. AID 2071. S. cerevisiae NALP1/ASC/caspase-1 growth, X-gal OD620, 72 h. actives 0.61% (n = 280,000). inhibition, % at 10 µM; in the data active means inhibition mostly above about 24%, no sharp cut-off; inactive means mostly below about 32%; further: some compounds called inactive have numbers as strong as hits
M18AAP inhibitor – PfM18AAP enzyme inhibition; actives 1.2% (n = 290,000); recombinant PfM18AAP, H-Glu-NHMec fluorogenic cleavage; inhibition, % at 7.35 µM; AID 1822;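 active means inhibition above the campaign mean inhibition over all tested compounds plus 3 SD, cut at about 28% in these data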;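 further: 0% = plate median of test compound wells and 100% = 2 mM ZnCl2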
VIM-2 inhibitor – blocks Pseudomonas aeruginosa VIM-2 metallo-beta-lactamase | inhibition, % at 5.6 µM | AID 1527 | purified VIM-2, nitrocefin hydrolysis, epi-absorbance fluorescence | actives 0.89% (n = 290,000);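 active means inhibition above the mean of all tested compounds plus 3 SD, cutoff set per screening run, cut at about 7.5% in these data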;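 further: red hydrolysis product quenches plate fluorescence so inhibitors raise well fluorescence; 0% = enzyme with DMSO and 100% = DMSO without enzyme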
IDE cell activ – activators of human insulin-degrading enzyme in cells; HEK cells, FAbeta-B cleavage, fluorescence polarization; 0% vehicle, 100% cell-free pure enzyme wells; activation, % at 5.96 µM; actives 0.073% (n = 340,000); AID 493087;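 active means activation above the mean of all tested compounds plus 3 SD, set per screening campaign, cut at about 17% in these data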
PHOSPHO1 inh – blocks human PHOSPHO1 phosphatase activity; recombinant PHOSPHO1, absorbance phosphatase assay; inhibition, % at 13.3 µM; actives 1.1% (n = 290,000); in the data active means inhibition above about 60%
Target sequence (Q8TCT1 whole entry, looked up): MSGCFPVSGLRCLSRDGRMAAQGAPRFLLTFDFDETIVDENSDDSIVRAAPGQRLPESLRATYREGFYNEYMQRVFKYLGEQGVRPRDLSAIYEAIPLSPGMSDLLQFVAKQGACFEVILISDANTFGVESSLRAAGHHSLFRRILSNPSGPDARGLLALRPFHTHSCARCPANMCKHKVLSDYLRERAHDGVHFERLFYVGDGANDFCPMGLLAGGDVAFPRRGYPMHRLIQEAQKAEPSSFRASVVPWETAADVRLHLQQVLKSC
An asterisk follows results filed as active; . = no result given.

Start of the listing, in advance, ten compounds:
GPR7 antagonist	IDE inh	p-CIP stab down	IMP-1 inh	NALP1 yeast inh	M18AAP inhibitor	VIM-2 inhibitor	IDE cell activ	PHOSPHO1 inh	smiles
11	-2	8	0.3	1	2	-0.9	0	27	CCN(CCn1cccn1)C(=O)C1CCC(=O)N(CCc2cccc(F)c2)C1 (stereo unspecified)
2	-6	-5	-1.7	8	-4	-0.3	-4	-14	CCOC(=O)c1nnn(CC(=O)N2N=C(c3cccc4ccccc34)CC2c2ccccc2)c1C(=O)OCC (stereo unspecified)
2	-1	-6	-1.4	8	-2	-3.7	4	11	CSc1nc2cc3c(cc2n1C(=O)c1ccc(C)cc1)OCCO3
-9	3	-6	-0.3	26	-1	-2.1	4	26	COc1ccc(C(=O)NCC(=O)NCC(=O)OCC(=O)C(C)(C)C)cc1
8	6	4	-0.8	.	-28	-0.3	0	17	CCOC(=O)c1sc(CS(=O)(=O)c2ccc(Cl)cc2)nc1C
-6	4	-3	-2.6	23	12	-3.2	4	37	Cc1nc(-c2nc(C(=O)NNS(C)(=O)=O)cs2)cs1
-13	-1	-4	-1.4	48	-8	-0.8	2	7	CCOC(=O)c1c(C)n(C)c2cc(-c3ccc(C)cc3)c(O)cc12
9	0	-21	-2.0	.	-11	-0.4	5	15	C=CCNC(=S)NCC=C
-11	1	3	-1.6	22	-3	-3.2	1	-5	COc1ccccc1CNC(=O)C(NS(=O)(=O)c1ccc2c(c1)oc(=O)n2C)C(C)C (stereo unspecified)
-18	-2	0	-2.5	14	0	-0.2	0	41	CC(=O)OCc1cc(-c2nc3ccccc3[nH]c2=O)nn1-c1ccc(Cl)cc1

All compounds of this part, from the first entry:
GPR7 antagonist	IDE inh	p-CIP stab down	IMP-1 inh	NALP1 yeast inh	M18AAP inhibitor	VIM-2 inhibitor	IDE cell activ	PHOSPHO1 inh	smiles
11	-2	8	0.3	1	2	-0.9	0	27	CCN(CCn1cccn1)C(=O)C1CCC(=O)N(CCc2cccc(F)c2)C1 (stereo unspecified)
2	-6	-5	-1.7	8	-4	-0.3	-4	-14	CCOC(=O)c1nnn(CC(=O)N2N=C(c3cccc4ccccc34)CC2c2ccccc2)c1C(=O)OCC (stereo unspecified)
2	-1	-6	-1.4	8	-2	-3.7	4	11	CSc1nc2cc3c(cc2n1C(=O)c1ccc(C)cc1)OCCO3
-9	3	-6	-0.3	26	-1	-2.1	4	26	COc1ccc(C(=O)NCC(=O)NCC(=O)OCC(=O)C(C)(C)C)cc1
8	6	4	-0.8	.	-28	-0.3	0	17	CCOC(=O)c1sc(CS(=O)(=O)c2ccc(Cl)cc2)nc1C
-6	4	-3	-2.6	23	12	-3.2	4	37	Cc1nc(-c2nc(C(=O)NNS(C)(=O)=O)cs2)cs1
-13	-1	-4	-1.4	48	-8	-0.8	2	7	CCOC(=O)c1c(C)n(C)c2cc(-c3ccc(C)cc3)c(O)cc12
9	0	-21	-2.0	.	-11	-0.4	5	15	C=CCNC(=S)NCC=C
-11	1	3	-1.6	22	-3	-3.2	1	-5	COc1ccccc1CNC(=O)C(NS(=O)(=O)c1ccc2c(c1)oc(=O)n2C)C(C)C (stereo unspecified)
-18	-2	0	-2.5	14	0	-0.2	0	41	CC(=O)OCc1cc(-c2nc3ccccc3[nH]c2=O)nn1-c1ccc(Cl)cc1
3	6	-1	0.2	21	1	0.6	0	-2	CC(C)CC1COC(=O)N1 (stereo unspecified)
-10	10	1	-4.0	27	-2	-1.6	5	-15	CCCS(=O)(=O)N1CCC(C(=O)NCCCN2CCCC2=O)CC1
-7	3	0	-2.9	-1	-4	-1.2	2	37	CCOc1ccc(NC(=O)CS(=O)CC(=O)Nc2cccnc2)cc1 (stereo unspecified)
-13	4	-2	-3.0	16	1	-4.5	2	53	O=C(O)CC/C(=N/NC(=O)c1ccc(-c2ccccc2)cc1)c1ccccc1
-18	.	0	-3.2	16	-2	-2.0	1	15	Cc1cc(=O)[nH]c2nnc(-c3ccc(Br)cc3)n12
1	-1	1	-3.0	3	4	-1.8	7	2	O=C(c1ccc(F)cc1)N1CCN(C(=O)c2cccnc2)CC1
-3	5	4	-1.8	2	-13	0.3	2	40	Cn1nc(-c2ccc3c(c2)OCCO3)c2ccccc2c1=O
-2	5	2	-0.2	16	1	-2.2	5	-1	Cc1ccnc(NS(=O)(=O)c2cnc(Cl)c(Br)c2)c1
-3	0	-7	-2.4	31	-7	-3.1	3	-16	COc1cc(S(=O)(=O)N2CCN(C)CC2)c(OC)cc1Cl
-3	9	2	-1.1	5	4	-1.7	-4	19	CC(Oc1ccc(Cl)cc1Cl)C(=O)NCc1ccncc1 (stereo unspecified)

GPR7 antagonist	IDE inh	p-CIP stab down	IMP-1 inh	NALP1 yeast inh	M18AAP inhibitor	VIM-2 inhibitor	IDE cell activ	PHOSPHO1 inh	smiles
-10	-3	-16	-4.2	6	-5	-4.5	2	53	C(#Cc1ccccc1)CN1CCCCC1
5	0	-5	-2.2	9	-2	-1.8	0	5	CC(NCC(O)COc1ccc(S(=O)(=O)N2CCOCC2)cc1)c1ccccc1 (stereo unspecified)
3	5	9	-1.3	34	4	-1.3	5	6	CCOC(=O)c1cc(-c2ccccc2)sc1NC(=O)CCN1C(=O)c2ccccc2C1=O
2	.	-10	-1.4	.	-9	-0.4	.	36	CCc1ccc(OCC(=O)O/N=C(\N)c2ccccn2)cc1
-10	-2	7	-1.1	3	5	-5.4	2	26	CC(=O)c1cccc(NC(=O)NCc2ccc3c(c2)OCO3)c1
10	-1	7	-0.9	11	-5	0.2	7	10	CC(C)c1csc(CN2CCN(CCc3ccccc3)C(CCO)C2)n1 (stereo unspecified)
-5	-3	-10	-0.7	18	-4	-1.6	7	10	CCN(CC)CCN(Cc1cc2ccc(C)cc2[nH]c1=O)C(=O)NC1CCCCC1
-9	-2	-20	-1.9	7	0	-3.1	3	-6	Cn1ncc([N+](=O)[O-])c1C(=O)Nc1cccc2ccccc12
-5	-4	-2	-1.1	13	0	-1.4	4	37	Cc1cccc(NC(=O)Cn2c(=O)n3nc(CCn4nc(C)cc4C)nc3c3ccccc32)c1
-3	-1	-9	-2.9	32	7	-1.1	2	-1	CCOC(=O)C(=CNNc1c(C)csc1C(=O)OC)C(=O)OCC
-2	3	-1	-3.8	0	0	-4.1	1	0	O=C1CCc2cc(S(=O)(=O)NC(Cc3ccccc3)C(=O)NC3CCCCC3)ccc2N1 (stereo unspecified)
5	5	-11	0.9	9	-3	0.1	-1	9	Cc1[nH]nc2c1C(c1ccccc1)C1=C(CC(C)(C)CC1=O)N2 (stereo unspecified)
-13	1	.	-3.1	.	-15	-3.1	-1	.	CCC(=O)N=c1sc2cc(F)cc(F)c2n1C
-13	1	-10	0.6	.	17	-1.8	-11	23	O=S(=O)(NCc1ccco1)c1ccc2c(c1)Cc1ccccc1-2
-3	3	-3	-4.5	34	4	-4.1	-3	48	CC(=O)c1cc(C#N)c(SCC(=O)OC(C)C)nc1C
-9	-3	-6	-3.6	12	-1	-0.4	3	-61	CN(CC(=O)N1CCN(c2ccccn2)CC1)S(=O)(=O)c1ccc2ccccc2c1
-11	-3	1	-2.8	17	-12	-1.3	5	-14	CC1CCN(C(=O)CSCc2ccc(Cl)cc2)CC1
6	16	-30	2.3	16	-5	0.7	-7	32	CN(C)c1ccc(/C=C/c2ccc3ccccc3n2)cc1
-1	-4	2	1.0	11	7	-1.0	.	46	CN(C1CCCCC1)S(=O)(=O)c1ccc(-c2ccccn2)s1
-5	1	-4	-0.2	8	-1	-3.3	5	-31	CCN(CC)C(=O)c1cc2cc(Br)ccc2oc1=O

GPR7 antagonist	IDE inh	p-CIP stab down	IMP-1 inh	NALP1 yeast inh	M18AAP inhibitor	VIM-2 inhibitor	IDE cell activ	PHOSPHO1 inh	smiles
-17	-1	0	-2.8	-15	-4	-1.6	-5	14	Cc1nc(SCCC(C)C)c([N+](=O)[O-])[nH]1
3	-1	-2	-3.4	14	27	3.0	3	-19	O=[N+]([O-])c1ccccc1-c1ccc(/C=N/n2cnnc2)o1
-4	2	-1	-3.5	-25	-13	-4.2	2	20	COC(=O)c1ccccc1S(=O)(=O)N1CCC(C(=O)OC(C)C(=O)NC(N)=O)CC1 (stereo unspecified)
0	1	-9	-1.1	32	0	0.1	-1	54	COC(=O)c1ccccc1S(=O)(=O)N(Cc1cc2ccc(OC)cc2[nH]c1=O)CC1CCCO1 (stereo unspecified)
11	4	10	8.7*	.	22	2.3	-11	35	Cc1ccc(S(=O)(=O)N(C)c2nc3ccccc3[nH]c2=S)cc1
-12	5	-14	-6.5	3	0	-2.6	-1	.	O=c1ccc2cc(S(=O)(=O)Nc3ccccc3F)ccc2o1
0	5	11	-1.9	16	-9	1.1	1	6	NNC(=O)c1ccc(COc2ccc(Br)cc2)o1
-11	10	4	-1.0	.	-3	-2.5	6	12	CCCn1c(=O)c(Br)cn(-c2ccccc2C)c1=O
-9	2	3	-1.1	30	7	-2.6	-2	-10	CC(=O)N(CN1C(=O)c2ccc([N+](=O)[O-])cc2C1=O)c1ccc(F)cc1
8	-1	-3	-2.1	8	10	-3.2	-4	17	O=C(c1ccc([N+](=O)[O-])cc1)N(Cc1ccc(Cl)cc1Cl)N1C(=O)CCCC1=O
-4	0	12	-2.5	-6	-2	-4.0	5	11	Cc1cc(C)c(OCC(=O)Nc2nnn(C)n2)c(Br)c1
-6	1	4	-3.2	32	4	-3.4	-5	8	CC1=C(C(=O)OCc2ccccc2)C(c2ccccc2)NC(=O)N1CCCCCC(=O)O (stereo unspecified)
6	11	-15	-1.5	16	8	-2.7	3	7	CCOc1ccc(S(=O)(=O)N2CCN(C(=O)c3cccnc3)CC2)cc1
9	-3	2	-2.7	4	-2	-1.9	-2	6	CCOC(=O)C1(Cc2cccc(OC)c2)CCN(CC2CC=CCC2)CC1 (stereo unspecified)

Source: PubChem
